OXTR potentiate: potentiators of human oxytocin receptor | P30559 | CHO-OTR cells, Fluo-8 calcium fluorescence, potentiator mode; 0% = oxytocin EC15, 100% = EC100 | activation, % at 3 µM | actives 0.061% (n = 320,000) | AID 2445;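 active = activation above that plate's cutoff, the mean activation of tested compounds plus 3 SD, cut at about 6.6% in these data, passing the limit was not always enough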;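 note: 100% uses oxytocin at 75 nM as the full agonist control; some results filed as inactive read as strong as hits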
Target sequence (P30559 whole entry, looked up): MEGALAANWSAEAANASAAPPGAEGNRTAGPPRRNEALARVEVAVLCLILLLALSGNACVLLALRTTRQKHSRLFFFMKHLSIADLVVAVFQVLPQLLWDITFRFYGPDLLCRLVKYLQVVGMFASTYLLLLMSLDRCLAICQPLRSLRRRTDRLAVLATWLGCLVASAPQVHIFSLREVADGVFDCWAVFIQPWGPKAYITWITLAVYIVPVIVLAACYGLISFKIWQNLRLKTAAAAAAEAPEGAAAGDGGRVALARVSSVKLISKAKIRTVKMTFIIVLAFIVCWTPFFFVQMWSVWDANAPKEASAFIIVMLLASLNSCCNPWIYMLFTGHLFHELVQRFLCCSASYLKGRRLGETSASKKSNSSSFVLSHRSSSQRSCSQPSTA
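Assay system: CHO-OTR cells, human receptor / Also added: oxytocin at about EC15, sub-maximal agonist stimulus / Dosing: single dose, 3.0 µM nominal final compound concentration / Incubation: 6 min pre-incubation, 100 s read / Technique: Fluo-8 calcium dye fluorescence / Read-out: % activation vs EC15 and EC100 oxytocin / Benchmarks: EC15 oxytocin low, 75 nM oxytocin high / Replicates: singlicate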
OXTR agonist: agonists of human oxytocin receptor. P30559. CHO-OTR cells, Fluo-8 calcium fluorescence; normalized: DMSO 0%, oxytocin 100%. activation, % at 3 µM. actives 0.32% (n = 320,000). AID 2435;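 active = activation above the mean of all tested compounds plus 3 SD, cutoff set per screening run, cut at about 20% in these data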;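 note: peak over basal fluorescence ratio from a 100 s FLIPR kinetic read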
TAAR1 antag: antagonists of human TAAR1; actives 1.5% (n = 360,000); Q96RJ0; CHO RD-HGA16 TAAR1, Fluo-8 calcium fluorescence, antagonist; inhibition, % at 3 µM; AID 624466;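 active = inhibition above a per-plate cutoff, the mean inhibition of test compounds on that plate plus 3 SD, cut at about 49% in these data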;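 note: 0% = DMSO plus EC80 beta-PEA response and 100% = DMSO alone without agonist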
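System: RD-HGA16 CHO cells with stable hTAAR1 and Gα16 | Probe or stimulus: EC80 β-phenethylamine stimulus | Dosing: 3 µM, single point | Times: Dye loading 75 min at 37 °C, then 30 min room temperature | Measured by: Fluo-8 calcium-sensitive fluorescence | Read-out basis: % inhibition of agonist calcium response | Replicates: n of 1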
TAAR1 ag: human TAAR1 agonism | CHO RD-HGA16 TAAR1, Fluo-8 calcium fluorescence; vehicle wells 0%, saturating PEA agonist 100% | actives 0.99% (n = 360,000) | Q96RJ0 | activation, % at 3 µM | AID 624467;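 active = activation above the mean activation of all test compounds in the run plus 3 SD, cut at about 38% in these data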
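System: CHO-derived RD-HGA16 cells with stable Gα16 and human TAAR1 / Times: 17-24 h plating, Fluo-8 75 min 37 °C, 30 min RT / Technique: calcium-sensitive Fluo-8 signal, excitation 470-495, emission 515-575 nm / Measure: % activation relative to PEA EC100 response / Benchmarks: DMSO and PEA EC100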
V1aR counter: activates human V1a receptor in oxytocin agonist counter-screen | P37288 | CHO-V1R cells, Fluo-8 calcium fluorescence, agonist mode; 0% DMSO, 100% 3 nM vasopressin | activation, % at 3 µM | actives 0.25% (n = 320,000);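 active = activation above the mean activation of all tested compounds plus 3 SD, per screening run, cut at about 20% in these data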;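 note: signal is peak over basal fluorescence ratio across a 100 second FLIPR read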
CHRM1 PAM: human CHRM1 positive allosteric modulation | activation, % at 3 µM | CHO-K1 hM1, Fluo-8 calcium fluorescence, ACh EC20; 0% = ACh EC20, 100% = maximal ACh | actives 0.088% (n = 360,000); in the data active = activation above about 19%, passing the limit was not always enough
Target sequence (P11229 whole entry, looked up): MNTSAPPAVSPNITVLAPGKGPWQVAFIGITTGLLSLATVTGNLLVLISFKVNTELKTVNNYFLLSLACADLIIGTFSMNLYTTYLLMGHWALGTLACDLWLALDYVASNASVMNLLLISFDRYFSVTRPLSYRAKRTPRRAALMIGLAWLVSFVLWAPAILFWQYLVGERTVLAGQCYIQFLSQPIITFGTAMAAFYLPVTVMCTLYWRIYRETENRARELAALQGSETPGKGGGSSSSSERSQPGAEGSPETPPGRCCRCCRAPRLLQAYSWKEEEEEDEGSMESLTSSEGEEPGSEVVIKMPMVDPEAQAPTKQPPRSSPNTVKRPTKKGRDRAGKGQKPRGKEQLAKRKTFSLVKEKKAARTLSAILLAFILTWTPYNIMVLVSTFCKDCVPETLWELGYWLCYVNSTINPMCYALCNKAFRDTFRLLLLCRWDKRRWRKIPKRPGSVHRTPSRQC
CHO parental Ca: signal in parental CHO cells, OX1R antagonist counter-screen; parental CHO-K1, ATP-induced calcium, Fluo-8 fluorescence; inhibition, % at 5.6 µM; actives 0.63% (n = 330,000); AID 463079;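 active = inhibition above that plate's mean sample inhibition plus 3 SD, cut at about 26% in these data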;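 note: 0% = ATP-challenged DMSO wells and 100% = DMSO wells without ATP; some compounds past the cut are filed as inactive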
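Material: Parental CHO cells | Reagent: ATP | Compound dosing: Single nominal dose of 5.6 µM per compound | Detection: Intracellular calcium via Fluo-8 no-wash fluorescent dye | Read-out: % inhibition of ATP-induced calcium mobilization | Benchmarks: Low control ATP plus DMSO, high control DMSO only | Replicates: Singlicate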
M1 antag: blocks human M1 muscarinic receptor | P11229 | actives 1.3% (n = 360,000) | inhibition, % at 3 µM | CHO-K1 hM1, Fluo-8 calcium fluorescence, ACh EC80 antagonist;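 active = percent inhibition above its own plate's cutoff, namely the mean of that plate's compound wells plus 3 SD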;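 note: peak over basal fluorescence ratio during 140 s after agonist addition; 0% = ACh EC80 plus DMSO and 100% = DMSO alone without agonist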
M1 ag: human M1 muscarinic receptor agonism; P11229; CHO-K1 hM1, Fluo-8 calcium fluorescence, agonist mode; 0% DMSO, 100% acetylcholine EC100; activation, % at 3 µM; actives 0.33% (n = 360,000);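 active = activation above the run's mean compound activation plus 3 SD, cut at about 16% in these data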;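 note: peak over basal fluorescence ratio within a 140 s kinetic read after compound addition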
* marks the source's active call; other numbers are inactive results; x = no result given.

molecule,OXTR potentiate,OXTR agonist,TAAR1 antag,TAAR1 ag,V1aR counter,CHRM1 PAM,CHO parental Ca,M1 antag,M1 ag
Cn1cccc1/C=C1\CCc2ccccc2C1=O,-10,-1.0,-4,5,-0.1,1,-31,-23,-6
CCc1nc2ccc(C(=O)NCCCN(C)C)cn2c1N(C)CCCc1ccccc1,x,x,-5,4,x,-12,x,10,-7
Cc1ccc(Cl)cc1NC(=O)CN1C(=O)NC(C)(C2CC2)C1=O (configuration not stated),-3,1.2,-17,3,0.6,5,-16,-8,-4
NC(=O)CC(NC(=O)Cc1ccc(Br)cc1)c1ccc(NCc2ccc(F)c(F)c2)c([N+](=O)[O-])c1 (configuration not stated),-5,0.6,10,10,0.5,2,5,2,-3
Cc1cc(-c2ccco2)n(CC(=O)NCc2ccccc2)n1,-2,0.4,4,0,-0.7,6,-3,-5,-2
CCN(CC)C(=O)CC(c1ccc(F)cc1)c1ccc(OC)cc1 (configuration not stated),-8,-2.9,-12,4,-1.4,0,-24,4,-7
CC1CN(S(=O)(=O)c2cccs2)CC(C)O1 (configuration not stated),-10,0.0,11,7,0.7,2,-10,-2,-3
COc1cccc(CNC(=O)CCCc2nnc3n(C)c(=O)c4sccc4n23)c1,-2,0.4,-9,-1,-0.1,2,-11,1,-6
Cc1cccc(N2CCN(C(=S)Nc3ccc4nc(N5CCOCC5)cc(C)c4c3)CC2C)c1 (configuration not stated),-9,1.8,31,9,0.8,-1,-22,-2,-10
CCOc1ccc2[nH]c(=O)c(CN(Cc3nnnn3Cc3ccccc3)CC3CCCO3)cc2c1 (configuration not stated),-4,0.3,36,11,0.7,-7,-14,4,-5
S=C(NC1CCCCC1)NN(c1ccccc1)c1ccccc1,-14,-2.2,-30,3,-1.5,-15,-39,16,-14
Cc1cc(=O)n2[nH]c(-c3ccc(C(C)(C)C)cc3)cc2n1,3,1.0,24,4,2.6,5,-7,-2,6
Cc1cccc(C(=O)OC(C)C(=O)NCC2CCCCC2)c1O (configuration not stated),-3,-0.8,-4,3,0.7,9,-11,-7,-4
Cc1nn(-c2ccccc2)cc1/C=N/NS(=O)(=O)c1ccccc1,-1,-1.9,2,-2,-0.6,-1,-4,5,-9
Cc1ccc(C)c(CSc2nnc([C@@H](N)C(C)C)o2)c1,-9,0.6,7,13,1.2,7,-13,-6,-3
O=C(OCC(=O)N1CCCC1=O)c1cc(S(=O)(=O)N2CCOCC2)ccc1Cl,1,0.6,-6,2,1.1,11,-4,-17,0
Cc1nn(-c2cc(C(F)(F)F)ccc2Cl)c2nc(C(Cl)(Cl)Cl)[nH]c(=O)c12,-17,-2.8,-6,-2,-0.2,-5,-7,-2,-7
CCCCOc1ccc(C(=O)NC)cc1,-9,0.4,8,-3,-0.8,5,-2,-7,-3
c1ccc(Cn2nnc3c(NCC4CCCO4)nc(C4CC4)nc32)cc1 (configuration not stated),-5,-2.4,-9,0,-0.8,-3,-23,13,-3
COC(=O)c1ccc(NC(=O)CN2CCN(S(=O)(=O)c3ccc(Br)cc3)CC2)cc1,-8,4.3,17,3,4.1,1,3,-7,-2
CCOc1ccc(/C=N/NC(=O)C2CCCC2)c(OCC)c1,-2,-0.5,-7,-2,-0.6,7,-6,-9,-2
CC(C(=O)OCc1nnc(-c2ccccc2)o1)N1C(=O)c2ccccc2C1=O (configuration not stated),-21,1.9,6,0,4.7,1,-17,-4,1
CCN(CC)C(=O)NC1CC2CCCC(C1)N2Cc1ccccc1 (configuration not stated),-12,-1.4,5,3,-1.1,-3,-2,8,-3
COC(=O)c1c(NC(=O)c2cccnc2)sc(C)c1C,0,-0.6,x,x,-0.9,5,-17,-23,-5
COc1cc(C2CC(=O)c3cnc(NC(C)=O)nc3C2)cc(OC)c1OC (configuration not stated),-14,0.6,-7,11,1.5,10,-7,-14,-1
COCCn1c(COc2ccc(C)cc2)nc2ccccc21,-2,-3.5,-2,11,-1.5,3,-13,-6,-4
NC(=O)NC(=O)COC(=O)c1ccccc1OCc1ccc(F)cc1,-1,-0.1,7,-1,-0.8,0,-11,2,-1
CC(=O)C(Cc1ccccc1)NC(=O)COC(=O)CCN1C(=O)C2CC=CCC2C1=O (configuration not stated),-5,-0.2,-11,1,-0.4,5,-10,-10,-2
Cc1ccc(C(=O)NC(=S)Nc2ccccc2N2CCOCC2)cc1C,-1,-0.8,x,x,1.2,2,-13,-6,-3
COCCN1C(=O)N[C@@H](CCc2ccccc2)C(C(C)=O)=C1C,2,1.6,x,x,1.6,x,-1,x,x
COC(=O)c1ccc[n+](CCc2c[nH]c3ccccc23)c1,4,0.3,-11,0,0.5,10,-5,-17,-10
COC(=O)c1cc(-c2ccccc2)on1,-6,-1.5,-14,4,-0.2,1,2,-18,-3
COc1ccccc1NC(=O)Cn1cc(C(=O)C(=O)N2CCOCC2)c2ccccc21,-2,0.3,-15,3,1.5,-1,-19,-20,-2
O=C(C1=C[C@@H](c2coc3ccccc3c2=O)C[C@@H](OCc2ccc(CO)cc2)O1)N1CCN(Cc2ccc3c(c2)OCO3)CC1,-12,2.5,37,12,5.6,-7,-27,6,-5
CC(=O)Nc1ccc(NC(=O)CC2(CC(=O)N3CCOCC3)CCCC2)cc1,x,x,-40,13,x,8,x,-11,-1
O=C(c1cccnc1Nc1ccccc1F)N1CCOCC1,-9,-0.4,19,8,1.4,18,6,-6,6
Cc1csc(SCC(=O)Nc2nnc(C)s2)n1,-10,-0.3,-5,2,-0.3,5,-5,2,-3
Cc1[nH]c(=O)c(C#N)c2c1CSC(C)(C)C2,-7,-0.3,11,5,-0.6,8,0,-7,-2
C=CCn1c(C)cc(C(=O)CSc2nnc(Cc3ccccc3)o2)c1C,-4,0.9,6,2,1.5,5,-14,-11,-6
CCOC(=O)N1CCN(C2=Nc3cccc4cccc2c34)CC1,-1,0.1,5,3,1.3,-23,-9,84*,-8

Arranged by value in TAAR1 ag (smallest number first): some entries from above
SMILES,OXTR potentiate,TAAR1 antag,TAAR1 ag,CHRM1 PAM,M1 antag,M1 ag
CC(C(=O)OCc1nnc(-c2ccccc2)o1)N1C(=O)c2ccccc2C1=O (configuration not stated),-21,6,0,1,-4,1
COCCn1c(COc2ccc(C)cc2)nc2ccccc21,-2,-2,11,3,-6,-4
CC(=O)Nc1ccc(NC(=O)CC2(CC(=O)N3CCOCC3)CCCC2)cc1,x,-40,13,8,-11,-1

(more compounds)
molecule,OXTR potentiate,OXTR agonist,TAAR1 antag,TAAR1 ag,V1aR counter,CHRM1 PAM,CHO parental Ca,M1 antag,M1 ag
COc1ccc(-c2[nH]ncc2/C=N\NC(=O)c2ccc(Br)o2)cc1OC,-2,0.1,24,1,0.1,3,-17,1,-5
CC1=Nc2cc(C(=O)N3CCCCC3)ccc2Sc2ccc(C)cc21,-8,-0.2,-11,1,2.5,-4,-12,4,-2
N#CC(C#N)=C1NC2(CCCC2)Cc2ccccc21,5,-2.4,-10,-1,0.2,10,-19,-6,0
O=C(CSc1nnc(NC(=O)c2ccccc2[N+](=O)[O-])s1)NCc1ccco1,-4,-0.2,11,1,0.1,16,-5,-14,-1
C[C@H](NC(=O)c1ccco1)C(=O)Nc1ccc(C#N)cc1,-14,0.1,-12,-2,-0.4,6,0,-5,-1
Cc1ccc(C(=O)N2Cc3ccccc3CC2C(=O)O)cc1 (configuration not stated),0,0.1,-6,-1,0.3,3,0,5,-1
CCC(C)(C)NC(=O)C(c1cccc(OC)c1OC)N(C(=O)CCC(=O)Nc1cc(C)on1)c1ccc2c(c1)OCCO2 (configuration not stated),-3,0.9,0,1,-0.7,0,-18,0,0
COc1ccc(N(Cc2cc3cc(OC)ccc3[nH]c2=O)C(=O)c2cccnc2)cc1,-8,1.7,18,5,-0.2,6,-26,-18,-4
Cc1ccc(S(=O)(=O)Nc2ccc3c(c2)C(=O)N([C@@H](C)CO)C[C@@H](C)[C@@H](CN(C)S(=O)(=O)c2ccccc2)OCCCC[C@H](C)O3)cc1,x,x,-1,5,x,-4,x,-2,-6
Cc1cnc(NC(=O)CCCNC(=O)c2ccc(Cl)cc2)s1,0,-0.2,8,1,-0.5,-5,-2,15,-2
Cc1ccc(S(=O)(=O)CC(=O)Nc2ccc(S(=O)(=O)Nc3onc(C)c3C)cc2)cc1,-4,0.5,-20,5,0.4,0,-4,8,-3
OCc1ccccc1-c1nc(NCc2ccccc2)nc2ccsc12,x,x,9,0,x,7,x,-7,5
O=C(Nc1ccccc1N1CCOCC1)C1CCCCN1S(=O)(=O)c1ccccc1 (configuration not stated),-20,-2.1,-18,9,-0.1,8,-8,-10,-6
CSC(=NS(=O)(=O)c1ccccc1)NNC(=O)c1c(-c2c(Cl)cccc2Cl)noc1C,x,x,-10,2,x,12,x,-7,-7
CCc1nnc(NC(=O)c2ccc(-c3ccc(Cl)cc3)o2)s1,-10,0.5,-9,6,1.2,3,-8,-6,-4
O=C(CN1CCCCC1)N/N=C/c1cccc(C(F)(F)F)c1,-7,-0.8,-1,1,-0.2,4,1,-10,-5

Screening data deposited in PubChem by The Scripps Research Institute Molecular Screening Center.
